XBP1 UPR activ = adaptive UPR (XBP1) activation; CHO-XBP1 luciferase reporter, IRE1-XBP1 UPR activation, luminescence; percent of tunicamycin response, DMSO as zero; activation, % at 20 µM; 0.33% of 330,000 active;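 active means versus positive control, 20 µM dose yields 30% or more activation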;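 further: 100% = tunicamycin at 10 µg/mL and 0% = DMSO only wells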
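Material: CHO cell line with stable XBP1 luciferase reporter; schedule: 16-18 h cell attachment at 37 °C, then 6 h compound exposure; signal: glow luminescence from Steady-Glo reagent; medium: serum-containing F12 medium, 10% FBS; benchmarks: tunicamycin 10 µg/mL and vehicle-only wells; read-out: percent activation relative to tunicamycin reference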
APJ agonist = agonists of human APJ apelin receptor. CHO-K1 APJ PathHunter beta-arrestin, luminescence; 0% DMSO wells, 100% apelin. AID 2520. activation, % at 20 µM. 0.11% of 330,000 active;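 active means activation more than six SD over the plate average, tested at 20 µM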;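 further: 0% = DMSO alone and 100% = apelin-13 at 10 nM; some results filed as inactive read as strong as hits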
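Test system: CHO-K1 APJ beta-arrestin complementation cell line | Compound: Single test compound dose, 20 µM final, 1% DMSO | Incubation: Compound 90 min 25 °C, reagent 1 h | Measured by: beta-gal luminescence | Read-out basis: APJ–arrestin association signal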
tim23-1 inh = growth inhibitors of tim23-1 mutant yeast; S. cerevisiae tim23-1 growth, BacTiter-Glo luminescence, 24 h; inhibition, % at 20 µM; 1.3% of 330,000 active; AID 463212;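 active means growth inhibition of the mutant yeast at or above 50%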;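 further: temperature-sensitive mutant grown at 25 °C; plate controls were DMSO-treated mutant yeast for no effect and medium wells lacking yeast for full effect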
Mdm2 MdmX PPI = disrupts the human Mdm2-MdmX interaction. 3% of 330,000 active. SaOS-2 split-luciferase Mdm2/MdmX complementation, luminescence. O15151+Q00987. inhibition, % at 8 µM;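 active means inhibition of at least 50% at 8 µM in the primary screen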
Target sequence (O15151 whole entry, looked up): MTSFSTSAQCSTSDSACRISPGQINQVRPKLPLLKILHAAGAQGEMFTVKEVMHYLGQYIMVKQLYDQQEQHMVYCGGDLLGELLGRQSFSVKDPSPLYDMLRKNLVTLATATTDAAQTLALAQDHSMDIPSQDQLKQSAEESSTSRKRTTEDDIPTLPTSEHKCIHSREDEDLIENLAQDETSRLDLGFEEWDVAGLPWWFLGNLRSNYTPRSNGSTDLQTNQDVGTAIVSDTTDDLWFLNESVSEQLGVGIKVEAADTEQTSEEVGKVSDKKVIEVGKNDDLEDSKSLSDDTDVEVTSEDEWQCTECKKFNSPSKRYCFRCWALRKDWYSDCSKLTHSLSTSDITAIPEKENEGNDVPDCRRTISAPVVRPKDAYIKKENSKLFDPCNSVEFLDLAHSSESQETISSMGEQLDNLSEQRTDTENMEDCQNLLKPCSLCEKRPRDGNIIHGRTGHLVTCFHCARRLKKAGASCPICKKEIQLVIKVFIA
Target sequence (Q00987 whole entry, looked up): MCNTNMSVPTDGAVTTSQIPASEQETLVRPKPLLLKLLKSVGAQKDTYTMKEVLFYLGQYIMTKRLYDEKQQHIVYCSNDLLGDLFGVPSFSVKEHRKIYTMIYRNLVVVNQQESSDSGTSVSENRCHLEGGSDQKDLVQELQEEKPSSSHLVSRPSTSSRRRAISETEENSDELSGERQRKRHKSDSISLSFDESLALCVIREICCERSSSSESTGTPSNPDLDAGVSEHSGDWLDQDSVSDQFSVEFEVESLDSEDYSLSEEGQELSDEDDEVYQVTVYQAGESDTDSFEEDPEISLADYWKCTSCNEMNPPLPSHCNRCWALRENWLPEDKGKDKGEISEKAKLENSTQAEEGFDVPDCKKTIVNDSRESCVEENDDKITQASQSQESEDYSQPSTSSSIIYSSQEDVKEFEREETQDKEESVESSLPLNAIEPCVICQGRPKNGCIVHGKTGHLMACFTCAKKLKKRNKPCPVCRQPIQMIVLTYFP
Jurkat NFkB inh = lowers PMA/ionomycin-induced NF-kB signal in Jurkat cells | 0.53% of 330,000 active | inhibition, % at 4 µM | PMA/ionomycin-induced NF-kB luciferase reporter, luminescence | AID 435003; in the data active means inhibition above about 50%
697 NFkB inh = lowers PMA/ionomycin-induced NF-kB signal in 697 B cells. AID 435022. inhibition, % at 4 µM. 0.33% of 330,000 active. 697 B-cell NF-kB luciferase reporter, 16 h; in the data active means inhibition above about 35%
CHOP UPR activ = apoptotic UPR (CHOP) activation | CHO-CHOP luciferase reporter, luminescence; percent of tunicamycin response over DMSO baseline | activation, % at 10 µM | 0.34% of 330,000 active | AID 449763;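 active means at 10 µM dose, activation of 40% or more, normalized to positive control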;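 further: 100% = tunicamycin at 10 µg/mL and 0% = DMSO alone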
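Dosing – one dose, 10 µM in 0.5% DMSO · System – CHO-CHOP cells, stable luciferase reporter of PERK-eIF2a-CHOP signalling · Input – 500 cells/well · Control set – tunicamycin 10 µg/mL final as positive, DMSO-only wells as negative · Timing – 6 h compound treatment, 37 °C · Measure – % activation vs tunicamycin · Technique – luminescence read with Steady-Glo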
APJ antag = antagonists of human APJ apelin receptor. P35414. CHO-K1 APJ beta-arrestin complementation, luminescence. inhibition, % at 20 µM. 0.32% of 330,000 active. AID 2521;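 active means inhibition above about 40% at 20 µM, limit read from the data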;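 further: cells challenged with 10 nM apelin-13 agonist together with compound; plate controls were apelin-13 plus DMSO wells for no effect and DMSO wells lacking apelin-13 for full effect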
* marks the source's active call; other numbers are inactive results.

no.	Compound	XBP1 UPR activ	APJ agonist	tim23-1 inh	Mdm2 MdmX PPI	Jurkat NFkB inh	697 NFkB inh	CHOP UPR activ	APJ antag
1	CC(=O)c1ccc(Nc2ccc([N+](=O)[O-])c3nonc23)cc1	-1	-5	41	1	-9	-26	4.6	36
2	COc1ccc(CN2CCCC(C(=O)N3CCc4ccccc4C3)C2)cc1OC (stereo not drawn)	-3	-4	18	10	2	-16	5.7	9
3	COc1ccc(Nc2nc(C)cc(-c3cc(-c4ccccc4)on3)n2)cc1	5	23	-19	68*	0	-20	3.5	-15
4	COc1ccc(-n2c(C)nn(C)c2=O)c(OC)c1	-3	1	19	-22	-1	-27	-0.6	21
5	CCOc1ccc(S(=O)(=O)Nc2cccc(C(=O)NCCCN3CCOCC3)c2)cc1	-3	-5	12	-9	4	8	1.1	-15
6	Cc1ccc(NC(=O)Nc2ccc3c(c2)OCO3)nc1	1	-2	11	-78	-56	-94	0.7	1
7	COc1ccc(Oc2ccc(/C=C/C(=O)c3ccc(O)cc3)cc2[N+](=O)[O-])cc1	4	-4	49	98*	4	6	13	18
8	C=C(C)CSc1nc2c(c(=O)[nH]c(=O)n2C)n1CCC(C)C	3	-2	8	12	16	-27	-2.3	-39
9	O=C1CS/C(=N/N=C/c2c[nH]c3ccccc23)N1	-1	2	8	-2	4	-2	2.2	13
10	O=C(COC(=O)CNC(=O)c1ccco1)Nc1ccc(F)cc1	-1	0	11	-35	-28	-10	-0.8	-4
11	COc1cccc(CN(C)C(=O)c2cc(-c3cccs3)nc3ccccc23)c1	0	8	33	58*	-10	17	1.1	-6
12	COC(=O)c1c(NC(=O)CSc2nnc(Cn3nnc4ccccc43)n2C)sc(C)c1C	-3	4	13	-24	14	9	-1.5	9
13	O=C(Cc1ccccc1)Nc1ccc2oc(-c3cccnc3)nc2c1	3	-8	-3	-23	-33	-57	1.8	5
14	Cc1ccc(C2c3c(oc4ccc(Cl)cc4c3=O)C(=O)N2CCCN2CCOCC2)o1 (stereo not drawn)	2	0	5	0	3	5	-0.2	6
15	Cc1ccc(N2C(=O)CC(Sc3nc(C)cc(C)n3)C2=O)cc1 (stereo not drawn)	-1	-1	11	21	-2	-26	0.2	7
16	COc1ccccc1C(=O)OCC(=O)NC12CC3CC(CC(C3)C1)C2	4	2	34	13	-4	4	0.8	11
17	COc1ccc2c(=O)c(C(=O)O)c(-c3ccc4c(c3)OCO4)n(C)c2c1	-1	1	9	-13	0	-14	0.1	-9
18	COc1ccc2[nH]c(=O)c(CN(C(=O)c3cccnc3)c3ccccc3OC)cc2c1	-5	0	9	-1	4	-10	-0.3	18
19	Fc1ccc(F)c(CN2CCN(c3ncccn3)CC2)c1	-2	7	14	-13	-4	-10	0.3	0
20	COc1ccc(S(=O)(=O)N2CCCC(C(=O)NCc3ccccc3)C2)cc1 (stereo not drawn)	-1	-4	16	12	-7	5	-3.1	2
21	CSc1ccc(S(=O)(=O)NC2CCCCCC2)cc1	-5	-4	53*	4	12	-2	-1.0	-5
22	CC(=O)Nc1ccc([C@H]2[C@H](C)CC[C@H]3C(=O)N4[C@@H](CC[C@@H](C)[C@@H]4c4ccc(NC(C)=O)cc4)C(=O)N32)cc1	1	7	-12	-3	-9	18	1.0	-59
23	CCCCN1C(C(=O)Nc2ncccn2)=C(O)c2ccccc2S1(=O)=O	-3	-3	-1	25	-6	13	-1.1	8
24	O=C(Cc1ccccc1)NC(=S)Nc1cc(C(F)(F)F)ccc1Cl	-2	0	-2	-4	-7	-21	-0.7	-27
25	Cc1ccc(NC(=O)CN2CCc3cc4c(cc3C2C)OCCCO4)cc1C (stereo not drawn)	-5	-4	44	7	-6	6	-0.5	3
26	Cc1ccc(S(=O)(=O)N2CCN(CCO)CC2)cc1-c1nnc2c3ccccc3c(C)nn12	3	3	-5	-3	-3	21	-0.3	13
27	CCOC(=O)C(Cc1ccc(NC(C)=O)cc1)N1C(=O)c2ccccc2C1=O (stereo not drawn)	1	1	24	18	2	-11	0.0	-20
28	Cc1nc([N+](=O)[O-])c(N2CCN(C)CC2)n1Cc1ccccc1	-3	1	3	-27	8	21	0.9	-6
29	FC(F)(F)c1cc(CCN2C(=S)NC[C@@H]2CC2CCCCC2)cc(C(F)(F)F)c1	2	-5	22	15	7	-7	0.6	5
30	NS(=O)(=O)c1ccc(CCNC(=O)CN2CCN(c3ccc(F)cc3)CC2)cc1	-1	-1	-9	12	5	-3	1.7	13
31	CC1CC(=O)Nc2ccccc2N1C(=O)COc1ccc2ccccc2c1 (stereo not drawn)	-1	2	18	19	3	0	0.9	-3
32	CC/C(=N\NC(=O)c1ccoc1C)c1ccc(C)o1	2	-2	11	-18	9	18	1.1	-7
33	CCN(CC)CCNC(=O)C(=O)Nc1cc2c3c(c1)CC(=O)N3CCC2	-5	-3	21	-1	-19	-45	1.7	22
34	Cc1oc(-c2ccc(Cl)cc2)[n+]([O-])c1C	0	-2	6	15	7	17	2.9	4
35	CC(=O)c1ccc(NC(=O)C(Cc2ccccc2)n2cccc2)cc1 (stereo not drawn)	0	-1	24	4	-1	-17	-1.0	-16
36	COc1ccc(C(=O)NCc2nnc(SCC(=O)N3CCOCC3)o2)cc1OC	-2	-1	6	-38	-13	-19	0.2	15
37	CCNc1nc(NCC)n2c(SCC(=O)c3ccccc3Cl)nnc2n1	1	1	15	10	5	-4	-0.3	-3
38	Cc1ccccc1NC(=O)c1ccc(F)c(S(=O)(=O)NCC2CCCO2)c1 (stereo not drawn)	-3	5	-2	18	7	-17	1.2	13
39	FC(F)(F)c1cccc(Sc2cc(C(F)(F)F)nc(-c3ccccn3)n2)c1	10	2	51*	26	13	-24	8.7	3
40	O=C(Nc1ccon1)c1cc2ccccc2oc1=O	1	-4	8	-1	-4	17	1.2	-19
41	O=C(CNc1cc(S(=O)(=O)N2CCOCC2)ccc1NCC1CCCO1)Nc1ccc(F)c(F)c1 (stereo not drawn)	-2	13	8	-8	-12	13	0.6	-4
42	CC(C)(C)C1CCc2c(sc(NC(=O)c3cccs3)c2C(N)=O)C1 (stereo not drawn)	19	-3	6	-9	-52	-64	15	-4
43	CCCCNC(=O)CSc1nc2ccc(N3CCOCC3)cc2c(=O)n1CCc1ccccc1	4	8	18	-29	-17	-22	4.5	-22
44	O=C(c1cccc(NS(=O)(=O)c2ccc(F)cc2)c1)N1CCN(c2ccccc2)CC1	1	-3	6	-17	2	-26	0.6	13
45	CCOc1ccc(-c2nc(CSc3nnc(N)s3)cs2)cc1OC	7	-3	0	-16	-18	-34	-0.7	2
46	COc1cc(C(=S)N2CCCC2)cc(OC)c1OS(=O)(=O)c1ccc(NC(C)=O)cc1	-1	-1	8	-18	4	16	3.8	-3
47	O=C(CSc1nnc(COc2ccc(Cl)cc2)o1)N1CCCC1	1	-1	-6	-4	-8	4	1.8	5
48	Cc1ccnc(NS(=O)(=O)c2ccc(NC(=O)c3snnc3C)cc2)n1	-2	2	14	27	5	2	1.5	4

An excerpt of these results, screen by screen.
35: CC(=O)c1ccc(NC(=O)C(Cc2ccccc2)n2cccc2)cc1 (stereo not drawn)
36: COc1ccc(C(=O)NCc2nnc(SCC(=O)N3CCOCC3)o2)cc1OC
37: CCNc1nc(NCC)n2c(SCC(=O)c3ccccc3Cl)nnc2n1
38: Cc1ccccc1NC(=O)c1ccc(F)c(S(=O)(=O)NCC2CCCO2)c1 (stereo not drawn)
39: FC(F)(F)c1cccc(Sc2cc(C(F)(F)F)nc(-c3ccccn3)n2)c1
40: O=C(Nc1ccon1)c1cc2ccccc2oc1=O
41: O=C(CNc1cc(S(=O)(=O)N2CCOCC2)ccc1NCC1CCCO1)Nc1ccc(F)c(F)c1 (stereo not drawn)

| assay / compound | 35 | 36 | 37 | 38 | 39 | 40 | 41 |
| --- | --- | --- | --- | --- | --- | --- | --- |
| XBP1 UPR activ | 0 | -2 | 1 | -3 | 10 | 1 | -2 |
| APJ agonist | -1 | -1 | 1 | 5 | 2 | -4 | 13 |
| tim23-1 inh | 24 | 6 | 15 | -2 | 51* | 8 | 8 |
| Mdm2 MdmX PPI | 4 | -38 | 10 | 18 | 26 | -1 | -8 |
| Jurkat NFkB inh | -1 | -13 | 5 | 7 | 13 | -4 | -12 |
| 697 NFkB inh | -17 | -19 | -4 | -17 | -24 | 17 | 13 |
| CHOP UPR activ | -1.0 | 0.2 | -0.3 | 1.2 | 8.7 | 1.2 | 0.6 |
| APJ antag | -16 | 15 | -3 | 13 | 3 | -19 | -4 |

42: CC(C)(C)C1CCc2c(sc(NC(=O)c3cccs3)c2C(N)=O)C1 (stereo not drawn)
43: CCCCNC(=O)CSc1nc2ccc(N3CCOCC3)cc2c(=O)n1CCc1ccccc1
44: O=C(c1cccc(NS(=O)(=O)c2ccc(F)cc2)c1)N1CCN(c2ccccc2)CC1
45: CCOc1ccc(-c2nc(CSc3nnc(N)s3)cs2)cc1OC

| assay / compound | 42 | 43 | 44 | 45 |
| --- | --- | --- | --- | --- |
| XBP1 UPR activ | 19 | 4 | 1 | 7 |
| APJ agonist | -3 | 8 | -3 | -3 |
| tim23-1 inh | 6 | 18 | 6 | 0 |
| Mdm2 MdmX PPI | -9 | -29 | -17 | -16 |
| Jurkat NFkB inh | -52 | -17 | 2 | -18 |
| 697 NFkB inh | -64 | -22 | -26 | -34 |
| CHOP UPR activ | 15 | 4.5 | 0.6 | -0.7 |
| APJ antag | -4 | -22 | 13 | 2 |

Carrying on.
no.	Compound	XBP1 UPR activ	APJ agonist	tim23-1 inh	Mdm2 MdmX PPI	Jurkat NFkB inh	697 NFkB inh	CHOP UPR activ	APJ antag
49	COc1ccc(NC(=O)c2cn(CCC#N)nc2-c2cccs2)cc1	-2	-3	28	-23	1	14	-2.1	9
50	COc1cc(OC)cc(OCC(O)Cn2cnc(-c3ccccc3)c2)c1 (stereo not drawn)	0	1	17	-1	12	14	-0.2	12
51	COc1ccc(-c2c(-c3ccc(O)cc3O)n[nH]c2C(F)(F)F)cc1	-1	-5	10	40	7	12	-1.1	-7
52	Cc1cc(C)c2cc(C#N)c(NCCNC(=S)NCCCN3CCOCC3)nc2c1	8	-2	4	27	10	3	0.5	-1
53	CCN1CCN(CCCNC(=O)C(=O)c2c(C)[nH]c3ccccc23)CC1	-1	3	7	-2	-12	7	-0.6	22
54	COc1cccc(-c2c(C(=O)N/N=C/c3ccc(C)o3)nnn2-c2nonc2N)c1	-2	2	3	3	7	15	2.3	26

Compound activity as filed in PubChem BioAssay.
